Source: PubChem BioAssay (several laboratories)
BAP1 block: inhibitors of BAP1 deubiquitinase, primary screen, biochemical, Ub-AMC fluorescence, kinetic. 0.48% of 72,000 active. Ubiquitin carboxyl-terminal hydrolase BAP1 (Homo sapiens), Q92560. recombinant BAP1, Ub-AMC hydrolysis fluorescence kinetic; hits give low values. activity remaining (% of control), % at 20 µM;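 active means activity remaining at or below 50% of control, provided the compound also passes the data quality filters; inactive means the rest, including low values that fail the filters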;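 further: 100% = DMSO wells rate and 0% = substrate alone blank rate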
HePTP inh: inhibitors of human HePTP phosphatase, primary screen, biochemical, absorbance, leukemia target | Tyrosine-protein phosphatase non-receptor type 7 (Homo sapiens), P35236 | recombinant HePTP phosphatase activity, OD absorbance | inhibition, % at 20 µM | 0.64% of 110,000 active; in the data active means inhibition above about 50%;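 further: plate controls were vehicle for no effect and reference inhibitor for full effect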
Target sequence (P35236 whole entry, looked up): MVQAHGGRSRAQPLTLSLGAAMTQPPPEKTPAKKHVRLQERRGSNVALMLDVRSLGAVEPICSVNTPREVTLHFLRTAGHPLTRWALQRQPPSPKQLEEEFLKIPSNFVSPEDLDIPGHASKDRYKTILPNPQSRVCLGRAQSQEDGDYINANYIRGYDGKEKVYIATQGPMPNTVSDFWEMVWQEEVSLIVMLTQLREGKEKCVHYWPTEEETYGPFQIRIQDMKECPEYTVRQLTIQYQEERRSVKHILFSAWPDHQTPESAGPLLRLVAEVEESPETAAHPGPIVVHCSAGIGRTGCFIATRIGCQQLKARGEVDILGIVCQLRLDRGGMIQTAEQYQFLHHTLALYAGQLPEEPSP
An asterisk follows results filed as active; nt = no result given.

compound	BAP1 block	HePTP inh
Cc1cc(/C=N/n2cnnc2)c(C)n1-c1ccc(OCc2ccc(F)cc2)cc1	68	-1
CN(c1ccccc1C(=O)Nc1cccc(C(F)(F)F)c1)S(C)(=O)=O	100	9
CCOc1ccccc1NC(=O)NC1(C(=O)N2CCN3CCCC3C2)CCCCC1 (configuration not stated)	109	-1
CC(=O)c1ccc(NS(=O)(=O)c2cccc(C)c2)cc1	nt	14
COc1ccccc1N1CCN(C(=O)C2C3C=CC4(CN(Cc5ccccc5Cl)C(=O)C24)O3)CC1 (configuration not stated)	92	10
COc1cc(C(=O)NC(NC(=S)Nc2ccccc2)C(Cl)(Cl)Cl)cc(OC)c1OC (configuration not stated)	nt	-2
CCOC(=O)C(CCOc1ccc(Cl)cc1C)C(=O)OCC	nt	3
COc1cc([N+](=O)[O-])ccc1-c1ccc(/C=C2\C(=O)NC(=O)N(c3ccccc3)C2=O)o1	nt	9
Cc1csc(/C(=N\O)c2csc(C)n2)n1	121	7
COCc1nnc(NC(=O)c2sc3ccccc3c2Cl)s1	83	6
NC(=O)C1CCN(C2OC(=O)c3ccccc32)CC1 (configuration not stated)	91	5
O=C(/C=C/c1ccco1)NCCCNC(=O)/C=C/c1ccco1	nt	46
Clc1cccc(OCCCCn2ccnc2)c1	nt	1
O=C(/C=C/c1ccccc1)Nc1ccc2c(c1)OCCO2	nt	6
Cc1ccc(C=NCc2ccncc2)c(O)c1	88	-11
O=C(Cn1nnc(-c2ccc(OCc3ccccc3F)cc2)n1)N1CCOCC1	53	nt
O=C(/C=C/c1ccccc1)NCCSCc1ccccc1Cl	nt	1
O=C(CCCCCN1C(=O)c2ccccc2C1=O)NCc1ccccn1	97	-3
O=C(NC1CC1)C1CC(=O)N(C2CCCCC2)C1 (configuration not stated)	111	5
CC(=O)N1CCN(c2ccc(NC(=O)c3ccc(C(C)(C)C)cc3)cc2)CC1	92	6
COc1ccc(/C=C2\C(=O)NC(=O)N(c3cc(C)cc(C)c3)C2=O)c(OC)c1	nt	2
CCOC(=O)c1cccc(NC(=O)CSc2nc3ccccc3c(=O)n2CCOC)c1	100	5
O=C(Nc1ccc(O)cc1)c1cc(S(=O)(=O)N2CCCC2)ccc1Cl	112	6
C=CCSc1nnc2c(n1)OC=Nc1ccc(Br)cc1-2	68	nt
O=C(CC(c1ccc(F)cc1)c1ccco1)N1CCOCC1 (configuration not stated)	106	5
O=C(NC1CCCC1)c1ccc(CN(c2ccccn2)S(=O)(=O)c2ccccc2)cc1	nt	9
Cc1ccc(S(=O)(=O)N2CCCC(NC(=O)N3CCN(c4ccccc4)CC3)C2)cc1 (configuration not stated)	88	8
Cc1ccc(C(OC(=O)c2ccco2)C(=O)NCc2cccs2)cc1 (configuration not stated)	104	12
O=C(Nc1ccccc1C(=O)O)c1cccc(N2C(=O)c3cccc([N+](=O)[O-])c3C2=O)c1	nt	-6
CCOc1ccc(C2C=C(c3ccc(F)cc3)Nc3ncnn32)cc1 (configuration not stated)	nt	6
CS(=O)(=O)N(CC(=O)NCC1CCCO1)c1cc(Cl)ccc1Cl (configuration not stated)	97	8
Cc1oc(-c2ccccc2F)nc1CN1CCC(C(=O)NC2CCCCCCC2)CC1	98	4
COc1ccc(NC(=O)c2cnn3c2NC(c2ccc(F)cc2)CC3C(F)(F)F)c(OC)c1 (configuration not stated)	87	-2
CCOc1c(Br)cc(/C=C2\C(=O)NC(=O)N(c3ccc(OC)cc3)C2=O)cc1OC	nt	4
O=C(COc1ccc([N+](=O)[O-])cc1)Nc1ccc(OC(F)(F)F)cc1	nt	11
CC(C)c1ccc(NC(=O)C2CC(=O)N=C(N)S2)cc1 (configuration not stated)	108	-5
C=C(C)Cn1c(SCC(=O)c2ccc(OC)cc2)nnc1-c1ccc(Br)cc1	nt	-2
CCOc1ccc(S(=O)(=O)N2CCN(c3ccccc3OC)CC2)c2cccnc12	100	7
CCN1CCN(S(=O)(=O)c2ccc3[nH]c(=O)oc3c2)CC1	86	3
BrC(/C=N\N1CCN(c2ccccc2)CC1)=C\c1ccccc1	nt	1
N#Cc1nc(COc2cccc(Cl)c2)oc1NCc1ccco1	77	2
CCO/C=C/C(=O)N(C)CCC#N	93	4
CCOc1cc(C(=O)Nc2ncccc2C)cc(OCC)c1OCC	nt	10
CN(CCO)C(=O)CCC(=O)Nc1ccc(S(N)(=O)=O)cc1	92	4
Cc1ccc([N+](=O)[O-])cc1NC(=O)COc1cccc(Cl)c1	nt	23
O=C(c1ccccc1F)N1CCN(c2ccccc2)CC1	nt	-6
COc1ccc(C2=Nc3ccccc3NC(c3ccc(F)cc3)C2)cc1 (configuration not stated)	nt	-1
COC(=O)c1cc(-c2cc(C(=O)OC)c3ccccc3n2)nc2ccccc12	101	nt
CCC1(C)CC(CC#N)(c2ccccc2OC)CCO1 (configuration not stated)	nt	104*
CCC(=O)c1ccc(OCC(O)CN2CCOCC2)cc1 (configuration not stated)	99	6
CCCn1c(CCc2ccccc2)nnc1SCC(=O)N1CCOCC1	60	3
Cc1cc(C)n2c(SCC#N)nnc2n1	106	8
Cc1cccc(C)c1OC(=O)C(C)N1C(=O)c2ccccc2C1=O (configuration not stated)	nt	-15
CCOC(=O)c1[nH]c2ccccc2c1NC(=O)C(C)(C)C	95	11
CC(C)(C)C1(C)OC(O)(C(F)(F)C(F)F)CC1=O (configuration not stated)	nt	104*
CCOC(=O)C1=C(O)/C(=C/c2ccccc2Cl)SC1=Nc1ccccc1	nt	4
CCC(C)[C@H](NC(=O)NCc1ccco1)C(=O)O (some centres not stated)	102	6
O=C(CCc1ccccc1)Nc1nc(-c2ccc(Cl)c(Cl)c2)cs1	nt	3
CC1(C)CC(=O)C=C(NNC(=O)c2ccc(O)cc2)C1	nt	-7
CCOC(=O)c1ccc(N=Cc2ccc(Br)s2)cc1	nt	6

Next records.
compound	BAP1 block	HePTP inh
CC12COC3(C(=O)Nc4ccc([N+](=O)[O-])cc4)CC1CCC32C (configuration not stated)	207	nt
COC(=O)c1c(N)n(-c2ccc(NC(C)=O)cc2)c2nc3ccccc3nc12	77	6
CC(=O)CCn1c(=O)n(CCC(C)=O)c(=O)n(CCC(C)=O)c1=O	166	-1
COc1ccccc1CNC(=O)c1ccc(C)cc1	nt	-18
CCNC(=O)CCn1nc(-c2ccc(Cl)cc2)c2ccccc2c1=O	nt	-1
Cc1cc(CN2CCOCC2)c(O)c(C)n1	nt	12
Cc1nnc(SCCn2c(Br)nc3c2c(=O)[nH]c(=O)n3C)s1	100	-1
c1ccc(-n2ncc3c(N4CCN(C5c6ccccc6-c6ccccc65)CC4)ncnc32)cc1	nt	3
COc1ccc(OC)c(C2C(C#N)=C(N)Oc3cc(C)[nH]c(=O)c32)c1 (configuration not stated)	59	4
COc1ccc2c(-c3cccnc3)cc(=O)[nH]c2c1	70	5
O=C(O)Cc1n[nH]c(=O)[nH]c1=O	172	nt
C=CCc1cccc(/C=N/NC(=O)c2cc(-c3ccc(OC)cc3)n[nH]2)c1O	nt	43
O=C(CN(Cc1ccccc1)Cc1ccccc1)NCCNc1ccc([N+](=O)[O-])cc1Cl	nt	12
Cc1ccc2[nH]c3c(c2c1)CCC3=O	158	2
COC(=O)c1c(-c2ccc(Cl)cc2)csc1NC(=O)C1CC=CCC1C(=O)O (configuration not stated)	nt	7
CC(C)(C)NC(=O)Cn1c(SCC(=O)NCc2cccs2)nc2ccccc21	98	9
COc1cc(NC(=O)CN2c3cccc4cccc(c34)S2(=O)=O)cc(OC)c1OC	nt	0
COc1cc(C(=O)OCCN2CCCCC2)ccc1O	140	6
CC(C)COc1ccc(C(=O)Nc2sc3c(c2C(N)=O)CCCCCC3)cc1	nt	-7
O=C(Nc1ccc2c(c1)C(=O)N(c1ccccc1)C2=O)c1ccc2c(c1)C(=O)N(c1ccccc1)C2=O	nt	5
O=C(CSc1nc2ccc([N+](=O)[O-])cc2[nH]1)c1ccc(Br)cc1	nt	-2
Oc1ccc(C=NCC2(c3ccccc3)CCCC2)cc1	nt	-7
CCOc1ccc2nc(NC(=O)CSc3nnnn3C3CCCCC3)sc2c1	63	7
CCOC(=O)N1CCN(Cc2ccccc2F)CC1	104	13
COc1ccc(Cc2nc3ccc(S(N)(=O)=O)cc3[nH]2)cc1OC	92	4
Cc1c(C)c2ccc(OCc3ccc(C(=O)O)o3)c(C)c2oc1=O	nt	5
CCCn1c(SCC(=O)N2CCN(c3ccccc3)CC2)nc2ccccc2c1=O	100	-4
N#CC1=C(N)Oc2n[nH]c(-c3cccs3)c2C1c1ccsc1 (configuration not stated)	nt	11
Cn1c(=O)[nH]c(=O)c2c1nc(NCc1ccccc1)n2CCCc1ccccc1	91	2
CCC(=O)NC1(C(F)(F)F)C(=O)Nc2c1c(=O)[nH]c(=O)n2Cc1ccco1 (configuration not stated)	71	4
CN1C(=O)C(=Cc2cc(Br)c(O)c(I)c2)C(=O)N(C)C1=O	nt	5
COC(=O)c1ccc(N2C(=O)CC(N3CCN(C)CC3)C2=O)cc1 (configuration not stated)	67	nt
COC(=O)c1oc2c(c1C)C1(CCC2)SCCS1	81	0
CN(C)c1ccc(NC(=O)CCC2CCCCC2)cc1	nt	0
Fc1cccc(CN2CCN(C3CCCC3)CC2)c1	nt	-6
Cc1c(C(=O)Nc2ccc(F)cc2)oc2ccc(S(=O)(=O)N3CCCC3)cc12	94	-15
Cn1cnc2c1c(=O)n(CC(O)CO)c(=O)n2C (configuration not stated)	103	0
CN1/C(=C\C(=O)c2cccs2)Sc2ccccc21	76	5
O=C(Cn1c(=O)n(Cc2ccc3c(c2)OCO3)c(=O)c2ccccc21)N1CCCc2ccccc21	55	0
O=C1CSC(c2ccc([N+](=O)[O-])cc2)N1Cc1ccco1 (configuration not stated)	nt	0
CC(/C=C/c1ccccc1)NC(N)=O (configuration not stated)	92	7
CCCC(=O)Nc1ccccc1N1CCN(C(=O)C(C)C)CC1	102	5
CC1CC(N(C(=O)c2ccc(Cl)cc2)c2ccccc2)c2ccccc2N1 (configuration not stated)	nt	9
CC(=O)Nc1ccc(NC(=O)CNS(=O)(=O)c2ccc(C)cc2)cc1	102	7
COCCNC(=O)C(c1ccc(C)o1)N(Cc1ccc(F)cc1)C(=O)Cn1nnc2ccccc21 (configuration not stated)	92	8
Cc1cc(C)cc(NCc2ccccn2)c1	nt	-9
O=C(Oc1ccc(OC(=O)N2CCCCC2)cc1)c1ccccc1	70	6
O=C(c1nc2ccccc2s1)N1CCN(c2ccccn2)CC1	102	3
Cc1ccc(-c2cc(-c3nnc(SCC(=O)N(C)CCC#N)n3N)c3ccccc3n2)cc1	nt	2
CCOc1ccc(NS(=O)(=O)c2ccc3c(c2)CCN3C(=O)CCC(=O)O)cc1	93	4
O=C1c2cccc3cccc(c23)N1CN1CCN(c2ccccn2)CC1	166	3
CCCCOc1ccc(C(CC(=O)O)CC(=O)O)cc1	nt	7
S=C(c1ccc(OCc2ccccc2)cc1)N1CCN(c2cccc(Cl)c2)CC1	nt	-4

Molecules from the list above that have an NH in an aromatic ring:
compound	BAP1 block	HePTP inh
CCN1CCN(S(=O)(=O)c2ccc3[nH]c(=O)oc3c2)CC1	86	3
CCOC(=O)c1[nH]c2ccccc2c1NC(=O)C(C)(C)C	95	11
Cc1nnc(SCCn2c(Br)nc3c2c(=O)[nH]c(=O)n3C)s1	100	-1
COc1ccc(OC)c(C2C(C#N)=C(N)Oc3cc(C)[nH]c(=O)c32)c1 (configuration not stated)	59	4
COc1ccc2c(-c3cccnc3)cc(=O)[nH]c2c1	70	5
O=C(O)Cc1n[nH]c(=O)[nH]c1=O	172	nt
C=CCc1cccc(/C=N/NC(=O)c2cc(-c3ccc(OC)cc3)n[nH]2)c1O	nt	43
Cc1ccc2[nH]c3c(c2c1)CCC3=O	158	2
O=C(CSc1nc2ccc([N+](=O)[O-])cc2[nH]1)c1ccc(Br)cc1	nt	-2
COc1ccc(Cc2nc3ccc(S(N)(=O)=O)cc3[nH]2)cc1OC	92	4
N#CC1=C(N)Oc2n[nH]c(-c3cccs3)c2C1c1ccsc1 (configuration not stated)	nt	11
Cn1c(=O)[nH]c(=O)c2c1nc(NCc1ccccc1)n2CCCc1ccccc1	91	2
CCC(=O)NC1(C(F)(F)F)C(=O)Nc2c1c(=O)[nH]c(=O)n2Cc1ccco1 (configuration not stated)	71	4
